# Screening data deposited in PubChem BioAssay by National Center for Advancing Translational Sciences (NCATS).
# IDH1 R132H inh = inhibitors of human mutant IDH1 R132H | O75874 | IDH1-R132H enzyme, NADPH consumption, diaphorase/resazurin fluorescence | Potency, µM (highest dose often 76.6 µM), for inactives: at the top dose activity change, negative = inhibition, hits mostly inhibitors | actives 0.093% (n = 390,000); further: potency means the concentration at half of the fitted maximal effect; on the % scale 0 is the no-effect control and ±100 the full control effect; nearly all actives have a fitted effect of over 65% in size
#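 IDH1-R132H (0.5 ug/mL dispensed) in pH 7.5 Tris buffer was preincubated 30 min with compound, then given a substrate mix of 0.016 mM NADPH and 2 mM alpha-KG for 80 min at room temperature; remaining NADPH was read by diaphorase/resazurin fluorescence.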
# Tb PGK inh = blocks T. brucei phosphoglycerate kinase | P07378 | PGK/GAPDH coupled, Kinase-Glo luminescence, 60 min | Potency, µM (top dose mostly 57.5 µM), without a hit: top-dose activity change, negative = inhibition, hits mostly inhibitors | actives 0.043% (n = 380,000); further: potency means the concentration at half of the fitted maximal effect; on the % scale 0 is the no-effect control and ±100 the full control effect; nearly all actives have a fitted effect of over 60% in size
#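 Luminescent ATP detection (Kinase-Glo Plus) follows a 60-minute room-temperature incubation, with wells lacking PGK as controls. Buffer: 100 mM TEA (pH 7.6), 5 mM MgCl2, 0.01% Tween-20. Coupling enzyme GAPDH (100 nM final) supplies unstable 1,3-BPG in-well.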
# rTrxR1 inhibitor = inhibitors of rat thioredoxin reductase 1; recombinant rTrxR1, NADPH fluorescence consumption, selenite substrate; Potency, µM (titrated, usually from 114 µM), without a hit: top-dose activity change, negative = inhibition, hits mostly inhibitors; actives 1% (n = 390,000); AID 588453; further: potency means the concentration at half of the fitted maximal effect; on the % scale 0 is the no-effect control and ±100 the full control effect; nearly all actives have a fitted effect of over 65% in size
#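 Rat TrxR1 (90 nM in the dispensed reagent) was pre-reduced with 400 uM NADPH for 5 min at room temperature, then incubated with compound for 15 min. After 400 uM selenite was added, NADPH fluorescence (Ex 340/Em 450 nm) was followed for 8 min.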
# Pin1 inh = inhibitors of human Pin1 | Q13526 | Pin1 FP peptide displacement, HiFluor488, 10 min | Potency, µM (doses to about 115 µM), without a hit: top-dose activity, negative = inhibition, most hits filed as inhibitors | actives 0.009% (n = 390,000) | AID 504891; active means well fitted inhibition curve with a large enough effect in the polarisation, with a control signal flat, not every such curve was filed as active; inconclusive means small, poorly fitted or top-dose-only effect, or effect the other way, or a change in a side signal; inactive means no such curve, though single readings can be large or run the other way; the % refers to the polarisation; further: potency means the concentration at half of the fitted maximal effect; on the % scale 0 is the no-effect control and ±100 the full control effect
# Target sequence (Q13526 whole entry, looked up): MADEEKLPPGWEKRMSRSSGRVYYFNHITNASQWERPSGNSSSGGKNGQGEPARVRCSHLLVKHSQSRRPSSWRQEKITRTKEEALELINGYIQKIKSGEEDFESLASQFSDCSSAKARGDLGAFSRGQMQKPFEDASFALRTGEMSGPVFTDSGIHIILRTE
# PI4K2A inh = blocks human PI4K2A kinase activity; Q9BTU6; purified PI4K2A, ADP-Glo luminescence, 1 h; active compounds read low; activity change, negative = inhibition, % at 76.9 µM; actives 0.13% (n = 420,000); in the data active means activity change below about -50%; inconclusive means mostly about -30% to -49%;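 further: -100% = wells without enzyme as full effect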
#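 ADP-Glo luminescence measured ADP generated by PI4K2A enzyme (4 ug/mL before mixing) with 1.2 mM PI substrate (pre-mix) and 300 microM ATP (pre-mix). Tris pH7.5 buffer with MgCl2, Triton X-100; 1 h reaction at ambient temperature.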
# USP1-UAF1 inh = blocks the human USP1/UAF1 deubiquitinase complex; O94782; recombinant USP1/UAF1, Ub-Rhodamine cleavage fluorescence; Potency, µM (top dose mostly 57.1 µM), for the others: at the highest dose activity change, negative = inhibition, hits mostly inhibitors; actives 0.23% (n = 390,000); AID 743255; further: potency means the concentration at half of the fitted maximal effect; on the % scale 0 is the no-effect control and ±100 the full control effect; nearly all actives have a fitted effect of over 60% in size; inactives centre near -12
# Target sequence (O94782 whole entry, looked up): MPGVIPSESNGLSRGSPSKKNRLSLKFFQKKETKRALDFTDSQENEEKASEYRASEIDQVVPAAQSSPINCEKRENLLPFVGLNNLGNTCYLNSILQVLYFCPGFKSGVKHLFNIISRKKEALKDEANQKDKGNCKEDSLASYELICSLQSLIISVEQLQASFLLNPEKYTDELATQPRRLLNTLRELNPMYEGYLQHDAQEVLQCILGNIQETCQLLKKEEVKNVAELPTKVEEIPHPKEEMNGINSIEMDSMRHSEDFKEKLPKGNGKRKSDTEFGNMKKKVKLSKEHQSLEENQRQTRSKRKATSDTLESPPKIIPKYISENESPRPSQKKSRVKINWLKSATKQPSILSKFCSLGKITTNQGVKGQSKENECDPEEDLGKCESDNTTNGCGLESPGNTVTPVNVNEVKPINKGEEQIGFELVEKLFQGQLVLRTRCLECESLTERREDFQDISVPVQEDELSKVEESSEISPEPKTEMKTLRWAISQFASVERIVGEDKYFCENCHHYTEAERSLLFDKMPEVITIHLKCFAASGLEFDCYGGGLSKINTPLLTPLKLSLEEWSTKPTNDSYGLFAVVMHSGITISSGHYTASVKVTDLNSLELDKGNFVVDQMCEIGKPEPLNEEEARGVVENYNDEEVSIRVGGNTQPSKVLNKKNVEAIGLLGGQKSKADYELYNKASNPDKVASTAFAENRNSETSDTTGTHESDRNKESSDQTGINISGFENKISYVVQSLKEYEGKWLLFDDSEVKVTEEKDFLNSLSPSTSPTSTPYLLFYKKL
#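 USP1/UAF1 complex (1 nM) preincubated 15 min at room temperature with compound, then Ub-Rho substrate (150 nM final) added. Kinetic fluorescence at 480/540 nm over 6 reads at 60 s intervals; 50 mM HEPES pH 7.8, 0.5 mM EDTA, 0.1 mg/ml BSA, 1 mM TCEP, 0.01% Tween-20.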
# GLS inhibitor = glutaminase GLS (human) inhibition; GLS enzymatic activity, qHTS titration; Potency, µM (titrated, usually from 45.5 µM), for inactives: at the highest dose activity change, negative = inhibition, most hits filed as inhibitors; O94925; actives 0.21% (n = 410,000); further: potency means the concentration at half of the fitted maximal effect; on the % scale 0 is the no-effect control and ±100 the full control effect
#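 Enzyme dispensed in phosphate buffer (45 mM, pH 8.2, 0.02% Tween-20), compounds pinned in, then 1 mM L-glutamine solution and the glutamate oxidase–HRP–Amplex Red mix added; fluorescence read immediately and again after 30 min at room temperature.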
# HP1b binding inh = HP1-beta chromodomain-methylated histone interaction inhibition. P83916. AlphaScreen HP1-beta / biotin-H3K9me3 peptide binding. Potency, µM (top dose mostly 114 µM), for the others: at the top dose activity change, negative = inhibition, hits mostly inhibitors. actives 0.56% (n = 390,000). AID 540317; further: potency means the concentration at half of the fitted maximal effect; nearly all actives have a fitted effect of over 70% in size; inactives centre near 23
#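 HP1-beta protein (50 nM final) preincubated 30 min at room temperature with biotinylated H3(1-18)K9me3 peptide (50 nM) in PBS pH 7.4, 0.01% Tween-20, then compound added for 30 min. AlphaScreen streptavidin donor/nickel chelate acceptor beads (10 ug/mL final), 30 min dark, luminescence read.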
# TrxR1 substrate = rat thioredoxin reductase 1 substrate activity. O89049. purified TrxR1 substrate turnover, NADPH consumption readout. Potency, µM (doses to about 114 µM), without a hit: at the highest dose activity change, negative = substrate turnover. actives 0.01% (n = 390,000); further: potency means the concentration at half of the fitted maximal effect; on the % scale 0 is the no-effect control and ±100 the full control effect; nearly all actives have a fitted effect of over 50% in size
#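 Rat TrxR1, dispensed at 90 nM, was prereduced with 400 uM NADPH (final) for 5 min at ~22 deg C, then incubated with compound 15 min before 400 uM selenite. A first-read NADPH fluorescence drop versus no-compound background flagged substrates.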
# * hit, by the source's call; i = inactive; u = inconclusive; x = no result given; [ ] = dose if it differs, or a comment. Unless noted, the call rests on the fitted dose curve; in most records, active means well fitted curve in the direction sought with a large enough effect; inconclusive means small, poorly fitted or top-dose-only effect, or another doubt; inactive means no such curve, though single readings can be large; an effect the other way counts as inactive or inconclusive. Not all compounds are listed. The share of hits here may be higher or lower than overall.
SMILES,IDH1 R132H inh,Tb PGK inh,rTrxR1 inhibitor,Pin1 inh,PI4K2A inh,USP1-UAF1 inh,GLS inhibitor,HP1b binding inh,TrxR1 substrate
COc1ccc(CN2CCCC(CNC(=O)c3ccc(F)cc3)C2)c(C)c1C (centres undefined),6%,x,30%,8%,-6,-10%,7%,30%,1%
O=C(c1cccc(N2C(=O)C3C4C=CC(C4)C3C2=O)c1)N1CCCc2ccccc21 (centres undefined),6%,0%,8%[57.1 µM],-8%,1,-16%,-19%,35%,7%[57.1 µM]
O=C(Cc1ncc(C(F)(F)F)cc1Cl)NNc1cccc(F)n1,1%,x,27%,7%,-4,-21%,1%,50%[activator],11%
COc1cccc(CC(=O)N(CCC2=CCCCC2)c2c(N)n(Cc3ccccc3)c(=O)[nH]c2=O)c1,3%,8%,8%,2%,5,-22%,1%,11%,5%
CC(OC(=O)c1cc(=O)[nH]c2ccccc12)c1ccccc1 (centres undefined),-3%,5%,2%[57.1 µM],-1%,-11,2%,0%,6%,6%[57.1 µM]
Cc1ccc(NC(=O)CSc2nnc3n2CCCCC3)cc1S(=O)(=O)N1CCOCC1,3%,-4%,x,x,0,10%,-2%,x,x
CCN1CCN(C(=O)c2ccc3c(=O)n(CCc4ccccc4)c(=O)[nH]c3c2)CC1,3%,1%,10%,-9%,4,-13%,-5%,12%,8%
O=C(Cn1cncn1)NCc1ccccc1Br,8%,-1%,x,0%,0,-16%,-5%,26%,5%
COc1ccc(C(=O)Nc2ccccc2-c2nc3ccccc3s2)c(OC)c1,-14%,i,35%[57.1 µM],u,0,u,1%,58%[activator][57 µM],0%[57.1 µM]
CC(C)(C)NCCCCOc1ccccc1F,7%,x,30%,-18%,3,-8%,4%,8%,12%
Cc1ccc(CCNC(=O)C2CCN(S(=O)(=O)c3ccc4c(c3)CCC(=O)N4)CC2)cc1,-5%,8%,18%,16%,0,-28%,-3%,64%[activator],6%
CC(C)N(CCNCc1nnc(-c2ccccc2)o1)C(C)C,1%,-4%,17%,-6%,-7,-5%,6%,-8%,5%
CCC(C(=O)Nc1nccs1)c1ccccc1 (centres undefined),-2%,i,-14%,-3%,2,-7%,8%,55%[activator],-11%
COc1ccc(CCCc2nnc(SCC(=O)NN)o2)c(C)c1,-2%,10%,5%,-1%,6,-14%,45%[activator],53%[activator],0%
O=C(O)c1ccccc1C(=O)c1ccc(Sc2ccc(Cl)cc2)c([N+](=O)[O-])c1,7%,-9%,13%,u,-16,-21%,14%,-5%,4%

# Reprinted from the part before: two compounds; new compounds follow.
SMILES,IDH1 R132H inh,Tb PGK inh,rTrxR1 inhibitor,Pin1 inh,PI4K2A inh,USP1-UAF1 inh,GLS inhibitor,HP1b binding inh,TrxR1 substrate
COc1ccc(CCCc2nnc(SCC(=O)NN)o2)c(C)c1,-2%,10%,5%,-1%,6,-14%,45%[activator],53%[activator],0%
O=C(O)c1ccccc1C(=O)c1ccc(Sc2ccc(Cl)cc2)c([N+](=O)[O-])c1,7%,-9%,13%,u,-16,-21%,14%,-5%,4%
CCS(=O)(=O)Nc1cccc(C2=NN(S(C)(=O)=O)C(c3ccccc3)C2)c1 (centres undefined),3%,9%,3%[57.1 µM],1%,1,-6%,-3%,22%,2%[57.1 µM]
O=c1c2sc(-c3ccccc3)cc2nc2n1CCC2,5%,-19%,7%,5%,-19,-22%,-9%,15%,4%
CN(C)S(=O)(=O)N1CCC(Oc2ccc(C(=O)NC3CCOC(C)(C)C3)cc2)CC1 (centres undefined),4%,-15%,5%,0%,3,-19%,-20%,29%,-6%
Cc1cc2occ(CC(=O)N(C)CC(=O)Nc3ccc(F)cc3)c2cc1C,-4%,-5%,-4%,-2%,4,-3%,-1%,35%,-7%
CCN(CC)Cc1c(C(=O)N/N=C/c2ccncc2)nnn1-c1nonc1N,-8%,-7%,11%,0%,3,-13%,-5%,42%[activator],-6%
S=C(c1c[nH]c2ccccc12)N1CCOCC1,1%,-6%,-9%[57.1 µM],2%,-28,-3%,8%,u,6%[57.1 µM]
COc1cc2c(Cc3ccccc3)cncc2cc1O,4%,2%,-16%,1%,1,4%,2%,13%,-1%
Cc1cccc(-c2noc(CN(C(=O)C34CC5CC(CC(C5)C3)C4)C(C)C)n2)c1,-1%,3%,-1%,-5%,-3,0%,0%,40%[activator],-5%
COC(=O)C1CCN(C(=O)COC(=O)c2ccc(=O)n(Cc3ccccc3)n2)CC1,5%,i,4%,11%,1,-7%,1%,26%,-1%
COc1ccc(NC(=O)CSc2nc3cc(OC)c(OC)cc3c3nc(-c4ccccc4)nn23)cc1Cl,1%,-1%,24%,-12%,2,-17%,5%,47%[activator],5%
CN1CCN(C(=O)N2c3ccccc3CCc3ccccc32)CC1,3%,-9%,15%[11.4 µM],6%,5,-17%,0%,-16%,7%
COc1ccc2oc(C(=O)OCC(=O)NC(=O)NC(C)C)c(C)c2c1,2%,-15%,1%,0%,2,-21%,x,14%,46%[activator]
Cc1ccc(NC(=O)COC(=O)Cn2nc(-c3ccc(F)cc3)oc2=O)cc1C,0%,0%,1%[57.1 µM],-3%,-3,-22%,-8%,20%,-3%
CCOc1ccccc1CN1CCNC(=O)C1CC(=O)NCCCn1cccn1 (centres undefined),4%,-9%,-23%,-5%,-1,-20%,-4%,52%[activator],3%
CC1=C(C(=O)Nc2ccccc2C)C(c2ccc(C)o2)NC(=S)N1 (centres undefined),-2%,3%,-1%[57.1 µM],10%,-2,-15%,13%,27%,6%[57.1 µM]
CCCNC(=O)Cc1c(O)c2ccccc2[nH]c1=O,2%,-2%,22%[11.4 µM],-12%,5,-7%,-10%,42%[activator],13%[11.4 µM]
CCOc1cccc2sc(=NC(=O)c3ccco3)n(CC(=O)OC)c12,15%,-6%,23%,1%,2,-15%,5%,21%,10%
CCOC(=O)Cn1nnc2c(sc3nc4c(c(-c5ccccc5)c32)CCC4)c1=O,-4%,9%,5%,2%,-4,10%,21%,18%,-1%
Cc1nn(C(=O)c2c(-c3ccccc3)noc2C)c(C)c1N=Nc1cc(C(F)(F)F)cc(C(F)(F)F)c1,0%,-7%,10%,0%,2,-5%,-1%,4%,5%
COc1ccc(NS(=O)(=O)c2cc(NC(=O)c3ccc(S(=O)(=O)N(C)C)cc3)ccc2N2CCOCC2)cc1,-8%,-4%,19%,10%,1,-17%,6%,7%,5%
Cc1c(C(=O)N2CCCC2)oc2ccc(Br)cc12,-3%,4%,0%,3%,0,-15%,-2%,35%,7%
C=CCSc1nc2ccsc2c(=O)n1-c1cccnc1,0%,0%,12%[57.1 µM],-2%,2,1%,-1%,-12%,-1%[57.1 µM]
CCOc1ccc(CCNC(=O)COC(=O)c2[nH]c(C)c(C(C)=O)c2C)cc1OCC,-5%,-3%,x,x,-4,3%,1%,x,x
Cc1ccc(S(=O)(=O)N2CCCN(c3nccc(C(F)(F)F)n3)CC2)cc1,-5%,-2%,5%,2%,-4,-9%,13%,56%[activator],-7%
Cc1noc(C(=O)Nc2cccc(O)c2)c1Cl,0%,-12%,24%,2%,-16,-4%,-6%,-18%,12%
Cc1ccc(CNC(=O)CCS(=O)(=O)c2ccc3c(c2)NC(=O)C(C)S3)cc1 (centres undefined),8%,-5%,26%[57.1 µM],2%,2,0%,5%,8%,10%[57.1 µM]
CCc1ccc(S(=O)(=O)Nc2cc(-c3cn4ccccc4n3)ccc2C)cc1,15%,4%,23%,7%,4,-2%,3%,18%,7%
Cc1cccc(N2CCN(C(=O)NCc3ccc(Cl)cc3)CC2)c1,11%,i,13%,-6%,2,2%,-3%,7%,-2%
Nc1ccc(C(=O)N2CCN(S(=O)(=O)c3ccc(Cl)cc3)CC2)cc1[N+](=O)[O-],2%,0%,21%,-3%,-9,-9%,9%,u,1%
COc1ccccc1N=Nc1c(C)n[nH]c1C,0%,-2%,-3%,-3%,4,-10%,-5%,16%,-7%
CCc1ccc(OCc2nc(-c3ccccn3)no2)c(Br)c1,9%,x,20%,-8%,-6,-5%,-2%,62%[activator],0%
Cc1cc(Cl)ccc1OCC(=O)N(Cc1ccc(N(C)C)cc1)CC1CCCO1 (centres undefined),5%,2%,12%,-10%,0,-7%,1%,u,-8%
COc1cc(OC)cc(C(=O)Oc2c(Sc3ccccc3)c(C)nn2C(C)(C)C)c1,26%,-2%,22%,-2%,-1,-2%,-8%,47%[activator],-9%
CC(Sc1n[nH]c(N)n1)C(=O)Nc1cccc2ccccc12 (centres undefined),2%,0%,-21%,3%,-4,3%,15%,17%,-20%
O=C(CCC(=O)N1CCN(c2ccc(Cl)c(Cl)c2)CC1)c1ccccc1,-5%,i,23%,10%,3,-24%,8%,25%[57 µM],-5%
Cc1ccc(S(=O)(=O)C2(C(=O)N3CCN(c4ccccc4F)CC3)CC2)cc1,0%,-4%,33%,-1%,-4,-19%,2%,16%,7%
O=C(COC(=O)/C=C/c1ccc(OC(F)F)cc1)Nc1ccc2[nH]c(=O)[nH]c2c1,3%,-3%,11%,6%,-2,u,-6%,29%,-8%[57.1 µM]
